ASAP1 GAP inh – inhibitors of human ASAP1 ArfGAP activity, primary screen, biochemical, fluorescence polarization. Arf-GAP with SH3 domain, ANK repeat and PH domain-containing protein 1 (Homo sapiens), …. ASAP1-stimulated ARF1 GTP hydrolysis, GDP FP detection. inhibition, % at 16.5 µM. 360,000 tested, 0.19% active; in the data active = inhibition above about 25%;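 also: 0% = vehicle with enzyme and substrate and 100% = no enzyme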
Target sequence (Q9ULH1 325-724 limits assumed): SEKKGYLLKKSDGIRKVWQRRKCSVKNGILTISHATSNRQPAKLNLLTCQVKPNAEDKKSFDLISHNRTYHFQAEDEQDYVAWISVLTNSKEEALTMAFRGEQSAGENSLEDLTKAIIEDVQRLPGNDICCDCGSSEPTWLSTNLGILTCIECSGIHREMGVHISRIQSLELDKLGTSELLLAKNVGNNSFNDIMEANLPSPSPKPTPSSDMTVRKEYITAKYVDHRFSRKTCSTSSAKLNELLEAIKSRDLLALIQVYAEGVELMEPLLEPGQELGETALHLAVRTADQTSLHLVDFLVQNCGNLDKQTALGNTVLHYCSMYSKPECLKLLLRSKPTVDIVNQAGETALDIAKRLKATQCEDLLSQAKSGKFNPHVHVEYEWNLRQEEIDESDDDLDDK
PLC-gamma1 inh – PLC-gamma1 enzyme inhibitors, primary screen, biochemical, fluorescence, purified enzyme. AID 720700, 2013. 370,000 tested, 0.84% active. 1-phosphatidylinositol 4,5-bisphosphate phosphodiesterase gamma-1 (Homo sapiens), P19174. inhibition, % at 12.2 µM. fluorogenic substrate; in the data active = inhibition above about 9.5%
TDP2 absorb – human TDP2 enzyme inhibitors, primary screen, biochemical, epi absorbance, recombinant enzyme | T5PNP hydrolysis, p-nitrophenol absorbance 415 nm | inhibition, % at 12.8 µM | 370,000 tested, 0.34% active | AID 720702, 2013;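 active = inhibition above the mean of all tested compounds plus 3 SD, set per campaign, cut at about 25% in these data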;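 also: 0% = DMSO with enzyme and 100% = buffer with substrate but no TDP2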
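Assay system: Recombinant human TDP2 | Quantity: 120 nM TDP2 per well | Incubation: 2 h at 37 °C | Signal: Epi absorbance | Evaluation: Percent inhibition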
LEDGF integ inh – blockers of LEDGF/p75-dependent integrase strand transfer – biochemical, TR-FRET, high throughput, primary screen. 370,000 tested, 0.64% active. inhibition, % at 3.7 µM. TR-FRET IN-LEDGF/p75 DNA integration, Eu/Cy5;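 active = inhibition above the screen-wide mean plus 3 SD, cut at about 13% in these data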;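 also: signal is the Cy5 over europium emission ratio at 671 and 618 nm; 0% = plate median of compound wells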
ARFGAP1 inhibitor – inhibitors of rat ARFGAP1 GAP activity, primary screen, biochemical, fluorescence polarization, GDP tracer; ADP-ribosylation factor GTPase-activating protein 1 (Rattus norvegicus), Q62848; Arfgap1-stimulated ARF1 GTP hydrolysis, GDP FP detection; inhibition, % at 16.5 µM; 360,000 tested, 0.26% active; AID 651572, 2012;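 active = inhibition above a per-plate limit, mean inhibition of low control wells plus 3 SD, cut at about 25% in these data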;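 also: 0% = DMSO wells with enzyme and 100% = wells lacking Arfgap1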
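Material: rat Arfgap1 catalytic domain, aa 1-136; also added: human ARF1(Δ1-17)-GTP substrate; compound dosing: one concentration, 16.5 µM, DMSO 1.26%; incubation: GTP hydrolysis reaction 2 h at 25 °C; measured by: Tracer-displacement fluorescence polarization with EDTA stop, 620/688 nm; evaluation: % inhibition from polarization; repeats: one replicate per compound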
Tn6 DDE FP – inhibitors of Tn6 peptide binding to fibrin DD(E), primary screen, biochemical, fluorescence polarization, human fibrin, Tn6 probe; 370,000 tested, 0.21% active; Fibrin DD(E) TRITC-Tn6 fluorescence polarization displacement; Fibrinogen beta chain (Homo sapiens), P02675; inhibition, % at 8.3 µM;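 active = inhibition above a per-campaign cutoff: mean of compounds within control limits plus 3 SD, cut at about 15% in these data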;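 also: 0% = median of all compound wells on the plate and 100% = blocking peptide control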
DDE Tn7 FP inh – inhibitors of Tn7 peptide binding to fibrin DD(E), primary screen, biochemical, fluorescence polarization, human fibrin, Tn7 probe. Fibrinogen beta chain (Homo sapiens), P02675. FP displacement of FITC-Tn7 peptide from fibrin DD(E); 0% = median of compound wells per plate. inhibition, % at 8.3 µM. 370,000 tested, 0.13% active;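 active = inhibition above the mean of compounds falling within the control limits plus 3 SD of them, cut at about 14% in these data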;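 also: 0% = plate median of compound wells and 100% = 10 µM Aha-Tn7 peptide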
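system = human fibrin DD(E) protein | quantity = DD(E) 2 µM final | medium = Tris/NaCl/CaCl2 buffer, pH 7.8 | also added = labelled Tn7 tracer, 0.1 µM | compound dosing = single point at 8.3 µM | timing = compound with protein 10 min, then 3 h after probe, room temperature | signal = FP measurement | benchmarks = Aha-Tn7 high control | repeats = one replicate per compound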
ADAM17 inh – ADAM17 inhibitors, primary screen, biochemical, QFRET; 370,000 tested, 0.83% active; inhibition, % at 6.95 µM; recombinant ADAM17, EDANS/DABCYL FRET peptide cleavage;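 active = inhibition above the mean of compounds lying between control limits plus 3 SD, set per campaign, cut at about 8.5% in these data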;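 also: 0% = DMSO-only wells as the low control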
Target sequence (P78536 215-824 limits assumed): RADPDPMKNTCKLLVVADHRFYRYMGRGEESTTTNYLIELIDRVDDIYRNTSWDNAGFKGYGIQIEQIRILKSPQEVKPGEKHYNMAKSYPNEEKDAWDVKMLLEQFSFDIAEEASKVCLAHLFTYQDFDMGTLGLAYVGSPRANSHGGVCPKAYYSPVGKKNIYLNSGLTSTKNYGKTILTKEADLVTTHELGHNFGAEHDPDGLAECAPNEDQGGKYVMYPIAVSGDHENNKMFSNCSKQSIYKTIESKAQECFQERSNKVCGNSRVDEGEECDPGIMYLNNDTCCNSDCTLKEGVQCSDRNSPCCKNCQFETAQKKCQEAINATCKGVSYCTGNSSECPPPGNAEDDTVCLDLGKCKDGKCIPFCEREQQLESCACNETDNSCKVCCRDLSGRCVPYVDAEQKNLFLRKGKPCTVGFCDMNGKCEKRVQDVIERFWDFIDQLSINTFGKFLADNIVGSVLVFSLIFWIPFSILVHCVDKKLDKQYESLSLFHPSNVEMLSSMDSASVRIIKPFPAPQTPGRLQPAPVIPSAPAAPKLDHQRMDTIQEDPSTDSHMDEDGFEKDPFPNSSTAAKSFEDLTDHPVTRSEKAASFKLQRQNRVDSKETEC
ADAM10 inh – human ADAM10 inhibitors, primary screen, biochemical, QFRET, HTS | recombinant ADAM10, EDANS/DABCYL FRET peptide cleavage, 3 h | inhibition, % at 7 µM | 370,000 tested, 0.62% active | Disintegrin and metalloproteinase domain-containing protein 10 (Homo sapiens), O14672;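 active = inhibition above a per-campaign cutoff equal to the mean of compounds falling between control-based bounds plus 3 SD, cut at about 20% in these data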;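 also: 0% = DMSO wells while the 100% control is not disclosed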
KLK7 zymogen act – proKLK7 zymogen activators, primary screen, biochemical, fluorescence intensity; purified proKLK7, EDANS-DABCYL substrate fluorescence; 100% is mature enzyme control, 0% vehicle; activation, % at 7 µM; 370,000 tested, 0.9% active;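 active = activation above the mean of all tested compounds plus 3 SD, computed per campaign excluding outliers beyond control limits, cut at about 13% in these data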
* hit, by the source's call.

Screening Cc1ccc(NC(=S)NC(=O)C2CCCC2)cc1C returned ASAP1 GAP inh 1.3, PLC-gamma1 inh 3.0, TDP2 absorb 7.1, LEDGF integ inh 1.7, ARFGAP1 inhibitor 3.5, Tn6 DDE FP -2.1, DDE Tn7 FP inh -3.2, ADAM17 inh -0.3, ADAM10 inh 2.1 and KLK7 zymogen act 0.1.
Screening Oc1ccccc1/C=N/n1c2ccccc2c2ccccc21 returned ASAP1 GAP inh 2.7, PLC-gamma1 inh -14.0, TDP2 absorb -2.9, LEDGF integ inh -0.9, ARFGAP1 inhibitor 5.7, Tn6 DDE FP -6.9, DDE Tn7 FP inh -9.1, ADAM17 inh -2.6, ADAM10 inh -4.9 and KLK7 zymogen act -0.6.
CCOC(=O)c1c(NC(=O)CNCCO)sc(C)c1C was read as ASAP1 GAP inh -3.9, PLC-gamma1 inh -1.7, TDP2 absorb -4.5, LEDGF integ inh 2.9, ARFGAP1 inhibitor -8.6, Tn6 DDE FP 4.0, DDE Tn7 FP inh -1.4, ADAM17 inh -3.6, ADAM10 inh -1.4 and KLK7 zymogen act -0.5.
For CSc1ncnc2c1ncn2CCCNCCc1ccccn1 the results were ASAP1 GAP inh 2.7, PLC-gamma1 inh 6.8, TDP2 absorb -1.3, LEDGF integ inh 2.1, ARFGAP1 inhibitor -2.2, Tn6 DDE FP 1.6, DDE Tn7 FP inh -2.1, ADAM17 inh 5.0, ADAM10 inh -5.3 and KLK7 zymogen act -0.4.
CC(C)CNS(=O)(=O)c1cc(C(=O)N2CC(C)OC(C)C2)c(Cl)cc1Cl (stereo unspecified) was read as ASAP1 GAP inh -8.0, PLC-gamma1 inh 0.3, TDP2 absorb 1.2, LEDGF integ inh 0.6, ARFGAP1 inhibitor 14.5, Tn6 DDE FP -8.6, DDE Tn7 FP inh -4.8, ADAM17 inh -3.4, ADAM10 inh 4.2 and KLK7 zymogen act 0.3.
Screening CCOC(=O)c1c(NC2=NS(=O)(=O)c3ccccc32)sc2c1CCC(C)C2 (stereo unspecified) returned ASAP1 GAP inh 2.8, PLC-gamma1 inh -5.3, TDP2 absorb 2.5, LEDGF integ inh 5.5, ARFGAP1 inhibitor 3.3, Tn6 DDE FP -3.5, DDE Tn7 FP inh 4.2, ADAM17 inh -1.9, ADAM10 inh -1.1 and KLK7 zymogen act -6.1.
For CC(C)(C)NC(=O)c1ccccc1NC(=O)c1ccc2c(c1)OCO2 the results were ASAP1 GAP inh -4.7, PLC-gamma1 inh -0.9, TDP2 absorb 8.4, LEDGF integ inh 1.6, ARFGAP1 inhibitor -0.6, Tn6 DDE FP -4.0, DDE Tn7 FP inh 1.8, ADAM17 inh -5.0, ADAM10 inh -7.3 and KLK7 zymogen act -0.9.
Screening CCCn1nc(C(=O)Nc2cccc(C(=O)OC)c2)c2ccccc2c1=O returned ASAP1 GAP inh -4.6, PLC-gamma1 inh -2.6, TDP2 absorb -3.0, LEDGF integ inh -0.9, ARFGAP1 inhibitor 0.3, Tn6 DDE FP -3.6, DDE Tn7 FP inh 5.0, ADAM17 inh -3.8, ADAM10 inh -9.5 and KLK7 zymogen act 0.1.
COc1cc(C(=O)NCc2ccco2)c(Br)c(OC)c1OC was read as ASAP1 GAP inh 6.4, PLC-gamma1 inh 2.2, TDP2 absorb 6.3, LEDGF integ inh -1.0, ARFGAP1 inhibitor 8.7, Tn6 DDE FP 0.7, DDE Tn7 FP inh -7.0, ADAM17 inh -2.6, ADAM10 inh -2.9 and KLK7 zymogen act 0.5.
`Cc1ccc(S(=O)(=O)CCSc2cccc(C(=O)O)c2)cc1` gave ASAP1 GAP inh -5.2, PLC-gamma1 inh 1.7, TDP2 absorb 3.1, LEDGF integ inh 0.9, ARFGAP1 inhibitor 3.5, Tn6 DDE FP 2.8, DDE Tn7 FP inh -4.1, ADAM17 inh 1.0, ADAM10 inh 0.3 and KLK7 zymogen act -0.1.
For Cc1ccc(NC(=O)N2CCCC2C(=O)Nc2ccc3c(c2)OCO3)cc1 (stereo unspecified) the results were ASAP1 GAP inh 2.3, PLC-gamma1 inh -1.6, TDP2 absorb 3.2, LEDGF integ inh 0.9, ARFGAP1 inhibitor -9.3, Tn6 DDE FP 6.4, DDE Tn7 FP inh 0.3, ADAM17 inh -2.6, ADAM10 inh -6.4 and KLK7 zymogen act 0.5.
O=C(CSc1nnc(-c2ccncc2)n1-c1ccccc1)Nc1ccc2c(c1)OCCO2 was read as PLC-gamma1 inh -0.3, TDP2 absorb -1.0, LEDGF integ inh 2.3, Tn6 DDE FP -2.5, DDE Tn7 FP inh -3.7, ADAM17 inh -1.4, ADAM10 inh -0.8 and KLK7 zymogen act 0.6.
Screening O=C(c1ccc(C(F)(F)F)cc1)c1c[nH]c(C(=O)NCCCn2ccnc2)c1 returned ASAP1 GAP inh -2.6, PLC-gamma1 inh 1.1, TDP2 absorb 7.2, LEDGF integ inh 0.9, ARFGAP1 inhibitor 4.6, Tn6 DDE FP 12.0, DDE Tn7 FP inh 5.6, ADAM17 inh -0.5, ADAM10 inh 3.3 and KLK7 zymogen act -0.2.
Screening NC(=O)C1CCN(C(=O)c2ccccc2CCc2ccccc2)CC1 returned ASAP1 GAP inh 7.8, PLC-gamma1 inh -0.9, TDP2 absorb -4.5, LEDGF integ inh -0.6, ARFGAP1 inhibitor 10.0, Tn6 DDE FP 1.6, DDE Tn7 FP inh 0.3, ADAM17 inh 0.5, ADAM10 inh -5.3 and KLK7 zymogen act 0.8.
Screening C=CCON1C(=O)C(=O)N(OCC=C)[C@H]2CCCC[C@H]21 returned ASAP1 GAP inh -0.3, PLC-gamma1 inh -0.7, TDP2 absorb -6.7, LEDGF integ inh 81.0*, ARFGAP1 inhibitor -5.6, Tn6 DDE FP -3.8, DDE Tn7 FP inh -0.6, ADAM17 inh -1.6, ADAM10 inh 4.3 and KLK7 zymogen act 0.6.
Cc1ccnc(SCCn2c(N3CCN(Cc4ccccc4)CC3)nc3c2c(=O)[nH]c(=O)n3C)n1 was read as ASAP1 GAP inh -3.1, PLC-gamma1 inh 2.9, TDP2 absorb -4.5, LEDGF integ inh -1.1, ARFGAP1 inhibitor 10.2, Tn6 DDE FP 7.5, DDE Tn7 FP inh 0.1, ADAM17 inh 1.4, ADAM10 inh -9.1 and KLK7 zymogen act 0.2.
Screening Cc1ccc(N(CC(=O)Nc2c(C)n(C)n(-c3ccccc3)c2=O)S(C)(=O)=O)c(C)c1 returned ASAP1 GAP inh 0.5, PLC-gamma1 inh 1.0, TDP2 absorb -5.2, LEDGF integ inh -1.4, ARFGAP1 inhibitor -9.8, Tn6 DDE FP -0.2, DDE Tn7 FP inh -0.4, ADAM17 inh 1.6, ADAM10 inh 0.1 and KLK7 zymogen act -0.3.
Screening COc1cc2c(=O)n(CC3CCCO3)c(=O)n(CC(=O)Nc3cccc(Cl)c3)c2cc1OC (stereo unspecified) returned ASAP1 GAP inh 0.6, PLC-gamma1 inh 3.7, TDP2 absorb 13.1, LEDGF integ inh 2.1, ARFGAP1 inhibitor 3.0, Tn6 DDE FP -4.3, DDE Tn7 FP inh -10.7, ADAM17 inh -2.2, ADAM10 inh -9.7 and KLK7 zymogen act 0.4.
For Cc1ccc(S(=O)(=O)N(C)CC(=O)Nc2ccccc2N2CCCC2)cc1 the results were ASAP1 GAP inh 10.9, PLC-gamma1 inh 0.4, TDP2 absorb 4.8, LEDGF integ inh -1.6, ARFGAP1 inhibitor -3.2, Tn6 DDE FP 1.2, DDE Tn7 FP inh 11.2, ADAM17 inh -1.6, ADAM10 inh -13.6 and KLK7 zymogen act -0.6.
For COc1cc(C(=O)OCC(=O)c2cc(C)n(CC3CCCO3)c2C)cc(OC)c1C (stereo unspecified) the results were ASAP1 GAP inh -2.3, PLC-gamma1 inh -0.2, TDP2 absorb 2.9, LEDGF integ inh -1.1, ARFGAP1 inhibitor -8.7, Tn6 DDE FP 1.8, DDE Tn7 FP inh 3.3, ADAM17 inh -1.1, ADAM10 inh -2.6 and KLK7 zymogen act 0.4.
For CC[N+](C)(CC)CCC/C(=N/O)C(O)(c1ccccc1)c1ccccc1 the results were ASAP1 GAP inh -0.2, PLC-gamma1 inh 1.1, TDP2 absorb 9.4, LEDGF integ inh -0.9, ARFGAP1 inhibitor 5.3, Tn6 DDE FP -5.2, DDE Tn7 FP inh -1.5, ADAM17 inh -0.8, ADAM10 inh -0.8 and KLK7 zymogen act -0.7.
Oc1c(CN2CCOCC2)ccc(CN2CCOCC2)c1O was read as ASAP1 GAP inh 0.1, PLC-gamma1 inh -6.9, TDP2 absorb 12.0, LEDGF integ inh 58.0*, ARFGAP1 inhibitor 4.7, Tn6 DDE FP 3.7, DDE Tn7 FP inh 7.0, ADAM17 inh -2.8, ADAM10 inh -8.1 and KLK7 zymogen act 0.5.
CCOC(=O)C(CCCCP(=O)(c1ccccc1)c1ccccc1)(NC(C)=O)C(=O)OCC was read as ASAP1 GAP inh -1.5, PLC-gamma1 inh -0.2, TDP2 absorb 7.7, LEDGF integ inh -0.3, ARFGAP1 inhibitor 17.1, Tn6 DDE FP -0.3, DDE Tn7 FP inh 0.4, ADAM17 inh -6.2, ADAM10 inh -3.2 and KLK7 zymogen act -0.1.
`O[C@H]1COC2C1OC[C@@H]2O` (stereo partly specified) gave ASAP1 GAP inh 6.0, PLC-gamma1 inh 1.8, TDP2 absorb 2.9, LEDGF integ inh 0.3, ARFGAP1 inhibitor -3.5, Tn6 DDE FP 6.3, DDE Tn7 FP inh 2.4, ADAM17 inh -3.4, ADAM10 inh -1.1 and KLK7 zymogen act 0.5.

Screening results as filed in PubChem.
